High-throughput results as filed in PubChem.
Mito fusion yeast: blocks mitochondrial division or promotes mitochondrial fusion; S. cerevisiae fusion-defective mutant growth rescue, CellTiterGlo 48 h; Potency, µM (highest dose often 46.1 µM), for inactives: at the top dose growth rescue (activation), actives largely listed as activators; 0.23% of 320,000 active; AID 485298;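 note: potency is the fitted concentration of half-maximal effect; % of control where 0% means no effect; nearly all actives have a fitted effect of over 45% in size; temperature-sensitive fusion mutants such as fzo1-1 at 37 °C on non-fermentable ethanol glycerol medium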
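Luminescent cell viability in 1536-well qHTS format served as the measure of rescued growth in ts fusion-mutant S. cerevisiae cultured on non-fermentable YPEG for 48 hours at 37C.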
B2AR arrestin: recruits beta-arrestin to the human beta2-adrenergic receptor. P07550. beta-arrestin recruitment to beta2AR, cell-based reporter. Potency, µM (titrated, usually from 46.1 µM), inactives show at the top dose activation, usual class: activators. 0.02% of 330,000 active. AID 492947;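 note: potency is the fitted concentration of half-maximal effect; 0% = DMSO controls and full agonism = EC100 isoproterenol or metaproterenol; nearly all actives have a fitted effect of over 65% in size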
PTAP TSG101 blk: blocks PTAP/TSG101 interaction to inhibit HIV-1 budding; AID 493005; Q99816; 340,000 tested, under 10 active; Fluorescence polarization, FITC-PTAP peptide / Tsg101 binding; Potency, µM (highest dose often 115 µM), for inactives: top-dose activity change, negative = inhibition, actives largely listed as inhibitors; active = well fitted inhibition curve with a large enough effect in the main read-out, with a control signal flat, not every such curve was filed as active; inconclusive = small, poorly fitted or top-dose-only effect, or effect the other way, or a change in a side signal; inactive = no such curve, though single readings can be large or run the other way; note: potency is the fitted concentration of half-maximal effect; % of control where 0% means no effect
Target sequence (Q99816 whole entry, looked up): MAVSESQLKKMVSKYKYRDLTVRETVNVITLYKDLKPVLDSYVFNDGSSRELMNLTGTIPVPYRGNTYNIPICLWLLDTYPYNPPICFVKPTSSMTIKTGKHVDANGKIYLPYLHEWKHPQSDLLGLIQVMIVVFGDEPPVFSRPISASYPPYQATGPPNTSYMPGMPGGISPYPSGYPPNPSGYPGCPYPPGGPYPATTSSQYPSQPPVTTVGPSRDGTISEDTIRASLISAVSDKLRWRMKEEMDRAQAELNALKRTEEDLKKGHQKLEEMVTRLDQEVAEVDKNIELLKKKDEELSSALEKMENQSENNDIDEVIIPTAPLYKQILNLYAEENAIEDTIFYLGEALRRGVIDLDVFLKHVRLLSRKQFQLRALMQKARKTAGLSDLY
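Fluorescence anisotropy tracks displacement of a FITC-tagged PTAP peptide (50 nM) from the Tsg101 binding domain (10 uM), following a 20 min room-temperature incubation at pH 7.5.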
TSHR antag: antagonists of human thyroid stimulating hormone receptor; P16473; TSHR-expressing cells, TSH-stimulated cAMP HTRF, 2 h; hits give low values; activity change, negative = inhibition, % at 11.5 µM; 0.2% of 330,000 active; AID 504810;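 active = activity change below a set negative limit, meaning inhibition stronger than a set level, cut at about -70% in these data; inconclusive = activity change between two set negative limits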; note: % is set by controls: 0 for no effect and ±100 for the full control effect
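Cell-based HTRF cAMP assay; TSHR cells + compound, TSH EC80 (4nM final), 2 h, 37 deg C. Lysis with anti-cAMP cryptate and cAMP-d2, 30 min RT, read 665/620 nm.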
Eya2 inh: inhibitors of human Eya2 phosphatase activity; O00167; AID 488837; 0.006% of 330,000 active; Potency, µM (doses to about 76.9 µM), for inactives: at the top dose activity, negative = inhibition, usual class: inhibitors; recombinant Eya2, OMFP fluorescence dephosphorylation (OMFP is methylfluorescein phosphate); note: potency is the fitted concentration of half-maximal effect; % is set by controls: 0 for no effect and ±100 for the full control effect
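Eya2 (0.2 uM) preincubated 10 min at ambient with compound, then OMFP substrate added at 50 uM; 10 min reaction in 50 mM HEPES pH 7.5, 50 mM NaCl, 5 uM MgCl2, 0.05% BSA, 1 mM DTT. Fluorescence read at Ex 485/Em 525 nm.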
uPA surface inh: blocks generation of uPA at the cell surface; 0.31% of 330,000 active; cell surface uPA generation assay, qHTS; AID 540303; Potency, µM (doses to about 38.3 µM), for inactives: top-dose activity change, negative = inhibition, actives largely listed as inhibitors; active = well fitted inhibition curve with a large enough effect; inconclusive = small, poorly fitted or top-dose-only effect; inactive = no such curve, though single readings can be large or run the other way; tested in mouse RAW 264.7 cells; note: potency is the fitted concentration of half-maximal effect; % is set by controls: 0 for no effect and ±100 for the full control effect; nearly all actives have a fitted effect of over 55% in size
ELG1 DNA repair: inhibitors of ELG1-dependent DNA repair in HEK293T cells. HEK293T ELG1-luciferase reporter, luminescence, 16 h; DNA damage induced by 5-fluorouridine. Potency, µM (titrated, usually from 46.1 µM), without a hit: at the top dose activity change, negative = inhibition, actives largely listed as inhibitors. 2.3% of 330,000 active. AID 504467; note: potency is the fitted concentration of half-maximal effect; % is set by controls: 0 for no effect and ±100 for the full control effect; nearly all actives have a fitted effect of over 55% in size
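DMSO vehicle served as the neutral condition. Each well held 2,000 cells given 5-fluorouridine plus compound; after 16 hr at 37 °C/5% CO2, ONE-Glo was added and luciferase measured 30 min later.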
USP2a block: blocks human ubiquitin-specific protease USP2a; O75604; USP2 core, Ub-CHOP2 coupled fluorogenic reporter, 485/531; Potency, µM (top dose mostly 38.3 µM), for the others: top-dose activity change, negative = inhibition, hits mostly inhibitors; 0.01% of 330,000 active;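 note: potency is the fitted concentration of half-maximal effect; plate controls were DMSO wells for no effect and full inhibition by NEM control for full effect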
Target sequence (O75604 whole entry, looked up): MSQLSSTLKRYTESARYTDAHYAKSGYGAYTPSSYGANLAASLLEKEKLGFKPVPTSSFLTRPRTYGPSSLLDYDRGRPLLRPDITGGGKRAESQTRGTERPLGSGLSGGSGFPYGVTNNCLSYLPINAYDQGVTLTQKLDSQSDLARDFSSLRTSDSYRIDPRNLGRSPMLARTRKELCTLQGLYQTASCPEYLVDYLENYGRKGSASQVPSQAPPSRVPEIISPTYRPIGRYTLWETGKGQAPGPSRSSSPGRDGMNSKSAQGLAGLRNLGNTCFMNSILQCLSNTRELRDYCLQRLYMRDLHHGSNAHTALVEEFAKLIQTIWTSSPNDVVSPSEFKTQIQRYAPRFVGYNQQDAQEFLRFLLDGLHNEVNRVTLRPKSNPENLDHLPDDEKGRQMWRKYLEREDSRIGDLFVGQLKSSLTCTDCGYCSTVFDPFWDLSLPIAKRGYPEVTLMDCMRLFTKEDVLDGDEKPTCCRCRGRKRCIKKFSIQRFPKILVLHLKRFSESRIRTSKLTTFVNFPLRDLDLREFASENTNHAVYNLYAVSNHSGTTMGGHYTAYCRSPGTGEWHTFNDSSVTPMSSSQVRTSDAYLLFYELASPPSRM
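Cell-free coupled assay: 10nM USP2 core preincubated 30min RT with compound in Tris-HCl pH 8.0/CaCl2/CHAPS buffer, then 25nM Ub-CHOP2 and 25nM reporter substrate; fluorescence (Ex 485/Em 531) read after 60min RT, normalized to NEM inhibition, concentration-response curves fitted.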
Tb PFK inh: blocks T. brucei phosphofructokinase | O15648 | T. brucei PFK, ADP-Glo luminescence | Potency, µM (series often up to 57.5 µM), for the others: at the top dose activity, negative = inhibition, hits mostly inhibitors | 0.17% of 330,000 active | AID 485367;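 note: potency is the fitted concentration of half-maximal effect; 0% = uninhibited 1x PFK enzyme wells and -100% = no-enzyme wells; nearly all actives have a fitted effect of over 60% in size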
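Activity is normalized to no-enzyme wells (full inhibition) and 1.25 nM enzyme wells (no inhibition). Reaction: 0.5 mM F6P, 0.1 mM ATP, 45 min RT, ADP-Glo luminescence; concentration-response curves fitted and classed by quality.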
Chronic BCR inh: blocks chronic active B-cell receptor signaling | ABC-DLBCL IkBa-CBG/CBR reporter, luminescence ratio, 4 h | Potency, µM (series often up to 46.1 µM), without a hit: top-dose ratio change, negative = lower green/red ratio, usual class: inhibitors | 0.05% of 340,000 active; active = well fitted inhibition curve with a large enough effect in the signal ratio, with a control signal flat, not every such curve was filed as active; inconclusive = small, poorly fitted or top-dose-only effect, or effect the other way, or a change in a side signal; the % refers to the signal ratio;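 note: potency is the fitted concentration of half-maximal effect; plate controls were basal doxycycline-induced cells for no effect and cells given 10 µM MG132 for full effect; MG132 reads +100%, hits lower the ratio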
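TMD8 ABC-DLBCL cells carrying doxycycline-inducible green luciferase fused to IkappaBalpha plus unfused red luciferase were exposed to compounds (up to 46 uM) for 4 hrs at 37C. Activity came from the overlap-corrected green/red luminescence ratio.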
TCR act: activates T cell receptor signaling; 330,000 tested, under 10 active; Potency, µM (titrated, usually from 9.22 µM), without a hit: at the top dose activation of IL-2 secretion, usual class: activators; primary human leukocytes, anti-CD3, IL-2 HTRF, 48 h; note: % of control where 0% means no effect
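Primary human leukocytes were stimulated with a-CD3 beads plus compounds for 48 hr without co-stimulation; secreted IL-2 was quantified by HTRF using a-IL-2-K (europium cryptate) and a-IL-2-d2, excited at 320nm with acceptor emission read at 665nm.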
The depositor's hits bear a star; ? = inconclusive; . = no result given; & = joins results of further samples; [ ] = another dose, or the depositor's remark. Unless noted, calls come from the whole dose curve; as a rule, active = well fitted curve in the direction sought with a large enough effect; inconclusive = small, poorly fitted or top-dose-only effect, or another doubt; inactive = no such curve, though single readings can be large; an effect the other way counts as inactive or inconclusive.

SMILES	Mito fusion yeast	B2AR arrestin	PTAP TSG101 blk	TSHR antag	Eya2 inh	uPA surface inh	ELG1 DNA repair	USP2a block	Tb PFK inh	Chronic BCR inh	TCR act
CC(NC(=O)Nc1cccc([N+](=O)[O-])c1)(C(F)(F)F)C(F)(F)F	-1%	-1.1%	0%	0	4%	3%	-25%	1%	-18%	-1%	11%
CCN(CC)S(=O)(=O)c1cccc(NC(=O)c2cc3ccccc3o2)c1	-14%	-0.3%	-9%	-25	-18%	0%	?	3%	0%	?	1%
CC(C)(C)c1ccc(OC(=O)c2ccc3nsnc3c2)cc1	0%	-0.1%	-3%	-2	0%	1%	4%	12%	3%	-15%	.
Clc1ccc(Cn2nnc3ccccc32)cc1	0%	-0.6%	-9%	-4	11%	-2%	2%	2%	-4%	?	.
COc1ccc(NC(=O)CSc2nccn2C)cc1S(N)(=O)=O	7%	-0.7%	-1%	0	15%	-8%	15%	2%	-5%	7%	23%
O=C(Cn1nc(-c2ccc(Cl)cc2)c2ccccc2c1=O)NN1CCOCC1	1%	0.5%	1%	6	?	-7%	-9%	1%	1%	-3%	-7%
O=C(O)/C=C/C(=O)Nc1ccc2c(c1)C(=O)c1ccccc1C2=O	6%	0.3%	-10%	6	2%	-1%	?	-2%	16%	?	11%
Cc1ccc(CNC(=O)CCSCc2ccccc2F)cc1	-5%	0.5%	-6%	2	0%	5%	0%	5%	4%	0%&13%	0%
COC(=O)C1C(=O)C2=C(CC1C)NC(C)=C(C(=O)OC(C)C)C2c1ccc(C)o1 (configuration not stated)	-2%	-0.4%	-2%	-8	-5%	.	11%	2%	-2%	12%	1%
COc1ccc(N(CC(=O)O)S(=O)(=O)c2cccnc2)cc1	1%	0.1%	0%	10	13%	-1%	5%	1%	3%	14%	-6%

The list goes on; the last two above are carried over.
SMILES	Mito fusion yeast	B2AR arrestin	PTAP TSG101 blk	TSHR antag	Eya2 inh	uPA surface inh	ELG1 DNA repair	USP2a block	Tb PFK inh	Chronic BCR inh	TCR act
COC(=O)C1C(=O)C2=C(CC1C)NC(C)=C(C(=O)OC(C)C)C2c1ccc(C)o1 (configuration not stated)	-2%	-0.4%	-2%	-8	-5%	.	11%	2%	-2%	12%	1%
COc1ccc(N(CC(=O)O)S(=O)(=O)c2cccnc2)cc1	1%	0.1%	0%	10	13%	-1%	5%	1%	3%	14%	-6%
O=C(c1ccc(Cl)s1)N1CCN(C23CC4CC(CC(C4)C2)C3)CC1	1%	-0.2%	2%	2	8%	4%	6%	1%	1%	-7%	2%
COc1ccc(CC(=O)Nc2nncs2)cc1OC	-2%	0.2%	-7%	3	-5%	-11%	?	2%	2%	-1%	-3%
COc1ccc(/C=C/C(=O)C(C(N)=O)=C2SCCS2)cc1	1%	-0.5%	-1%	1	4%	-10%	?	4%	-1%	7%	0%[46.1 µM]
C=CCn1c(SCC(=O)N2CCOCC2)nc2c([nH]c3ccccc32)c1=O	2%	-0.5%	0%	14	7%	-13%	-29%	0%	-1%	9%	2%
O=C(O)CCCCCNC(=O)CSc1nnc(-c2ccco2)n1-c1ccccc1	0%	0.1%	-5%	0	-5%	0%	10%	2%	-1%	0%	-2%
COc1ccc(/C=C2/SC(=O)N(CCNC(=O)C3COc4ccccc4O3)C2=O)cc1 (configuration not stated)	-7%	9.2%	4%	-21	2%	0%	?	5%	1%	-9%	-5%[46.1 µM]
COc1cccc(CN(C)C(=O)c2cccc(S(=O)(=O)NCc3ccccc3)c2)c1OC	6%	0.2%	0%	-3	-28%	2%	?	-1%	-3%	-1%	-3%
CC(C)c1ccccc1NC(=O)C1CCCN(C(=O)c2ccc(Cl)cc2)C1 (configuration not stated)	4%	-0.2%	-2%	-10	19%	-7%	-13%	0%	-4%	-2%	4%
O=S(=O)(c1ccc(F)c(F)c1)N1CCN(c2ccccn2)CC1	1%	-0.8%	-2%	-2	-7%	10%	-3%	1%	0%	0%	1%
Cc1ccc(C)c(CN2CCC(n3nccc3NC(=O)C3CCCC3)CC2)c1	0%	-0.2%	.	1	-2%	-17%	-4%	-1%	-7%	-1%	2%
C/C(=N/NC(=O)CN1CCN(S(=O)(=O)c2ccc(C)cc2)CC1)c1ccco1	-3%	-0.9%	-3%	0	-13%	0%	-1%	4%	4%	4%	-2%
COc1cc(C2/C(=C(\O)c3cc(C)ccc3C)C(=O)C(=O)N2CCN(C)C)ccc1O (configuration not stated)	-1%	0.0%	1%	1	6%	-3%	?	1%	-5%	3%	4%
COc1ccc(Cl)cc1Nc1cc(C)nc2nc(C)nn12	3%	-1.2%	-1%	-5	7%	11%	5%	2%	-1%	-1%	0%
O=C(CSc1ccccc1)N(c1ccc(Br)cc1)c1nccs1	21%	-0.8%	0%	0	-9%	0%	10%	-4%	1%	-13%	-1%
Cc1cc(NC(=O)Nc2cc(F)ccc2F)no1	-14%	-0.6%	3%	6	12%	8%	?	4%	-19%	6%	2%
Clc1ccccc1-c1nnc2sc(-c3ccncc3)nn12	1%	0.3%	-3%	-2	3%	-6%	?	1%	-3%	?	-8%
CC(=O)c1ccc(Oc2cc(C)nc(NCc3ccccc3)n2)cc1	4%	-0.1%	-1%	0	-21%	5%	?	-6%	-2%	?	4%
Cc1ccc(NC(=O)c2ccc(Nc3c([N+](=O)[O-])cc([N+](=O)[O-])cc3[N+](=O)[O-])cc2)cc1	12%	-1.7%	-1%	-22	-14%	-11%	7.3µM*	-11%	-3%	?	-4%[46.1 µM]
COc1ccc(C(C)=O)cc1CS(=O)(=O)CC(=O)O	0%	0.0%	-1%	1	6%	4%	4%	8%	3%	6%	2%
C/C(=N\NC(=O)c1[nH]c2c([N+](=O)[O-])cc(C)cc2c1-c1ccccc1)c1cccnc1	6%	0.0%	0%	0	10%	-4%	-18%	2%	1%	-10%	5%

An excerpt from above in order of the TCR act value, rising.
compound	B2AR arrestin	PTAP TSG101 blk	TSHR antag	Eya2 inh	uPA surface inh	Chronic BCR inh	TCR act
Clc1ccccc1-c1nnc2sc(-c3ccncc3)nn12	0.3%	-3%	-2	3%	-6%	?	-8%
C/C(=N/NC(=O)CN1CCN(S(=O)(=O)c2ccc(C)cc2)CC1)c1ccco1	-0.9%	-3%	0	-13%	0%	4%	-2%
O=C(CSc1ccccc1)N(c1ccc(Br)cc1)c1nccs1	-0.8%	0%	0	-9%	0%	-13%	-1%
COc1ccc(Cl)cc1Nc1cc(C)nc2nc(C)nn12	-1.2%	-1%	-5	7%	11%	-1%	0%
C/C(=N\NC(=O)c1[nH]c2c([N+](=O)[O-])cc(C)cc2c1-c1ccccc1)c1cccnc1	0.0%	0%	0	10%	-4%	-10%	5%

Further structures
SMILES	Mito fusion yeast	B2AR arrestin	PTAP TSG101 blk	TSHR antag	Eya2 inh	uPA surface inh	ELG1 DNA repair	USP2a block	Tb PFK inh	Chronic BCR inh	TCR act
CC(C)(C)Nc1c(N)c(=O)oc2ccccc12	-1%	-0.5%	-2%	-1	-15%	-3%	-13%	0%	-1%	?	6%[46.1 µM]
Cc1ccc(C(C)NC(=O)c2ccco2)cc1C (configuration not stated)	1%	0.1%	.	-7	0%	-3%	2%	3%	7%	4%	.
COC(=O)c1cc(NC(=O)c2c(-c3c(Cl)cccc3Cl)noc2C)ccc1N1CCOCC1	6%	-0.6%	-3%	-2	-3%	1%	-8%	0%	-2%	3%	3%
CCOc1ccc(S(=O)(=O)Nc2ccc(Cl)cn2)c(C)c1C	1%	-0.1%	-9%	-40	19%	.	-15%	3%	-2%	-3%	-4%
Nc1nc(NCc2ccccc2Cl)n(-c2ccccc2)n1	2%	0.0%	1%	-6	6%	-2%	1%	-1%	0%	?	9%
CCOC(=O)CSc1nnc(-c2ccc(S(=O)(=O)N3CCC(C)CC3)cc2)o1	-3%	-0.4%	0%	3	1%	.	-7%	1%	2%	-2%	0%
Cn1cc(Cl)c(C(=O)N2CCN(c3ncccn3)CC2)n1	-3%	0.4%	0%	-3	5%	6%	-3%	4%	-2%	4%	3%[46.1 µM]
CCCN1C(=O)NC2(O)C(=O)c3ccccc3C12O (configuration not stated)	-1%	-0.8%	-5%	47	-4%	5%	7%	-1%	2%	-2%	-4%
